Assay outcomes as filed in PubChem BioAssay.
CXXC DNA block: qHTS Fluorescence Polarization Assay for Inhibitors of MLL CXXC domain - DNA interaction; Histone-lysine N-methyltransferase 2A (Homo sapiens), Q03164; MLL-CXXC / FITC-HOXA9 DNA fluorescence polarization; AID 2662, 2010; Potency, µM (top dose mostly 115 µM), for the others: top-dose activity change, negative = inhibition, actives largely listed as inhibitors; hit rate 0.037% among 290,000; active means well fitted inhibition curve with a large enough effect in the polarisation, with a control signal flat, not every such curve was filed as active; inconclusive means small, poorly fitted or top-dose-only effect, or effect the other way, or a change in a side signal; inactive means no such curve, though single readings can be large or run the other way; the % refers to the polarisation; further: potency means the concentration at half of the fitted maximal effect
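Purified MLL-CXXC (added from a 7 uM solution) was preincubated 5 min at ambient with pinned compounds in 50 mM Tris-HCl pH 7.5, 50 mM NaCl, 1 mM DTT, 0.05% BSA. Fluorescein-labeled HOX-A9 DNA (50 nM solution) followed, 30 min, then polarization read.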
MBNL1-CUG inh: qHTS Assay for Inhibitors of MBNL1-poly(CUG) RNA binding; TR-FRET MBNL1-His/biotin-(CUG)12 binding, 665/545 ratio; Muscleblind-like protein 1 (Homo sapiens), Q9NR56; hit rate 0.036% among 280,000; Potency, µM (series often up to 57.5 µM), inactives show at the top dose activity change, negative = inhibition, hits mostly inhibitors; active means well fitted inhibition curve with a large enough effect in the signal ratio, with a control signal flat, not every such curve was filed as active; inconclusive means small, poorly fitted or top-dose-only effect, or effect the other way, or a change in a side signal; inactive means no such curve, though single readings can be large or run the other way; the % refers to the signal ratio; further: potency means the concentration at half of the fitted maximal effect; on the % scale 0 is the no-effect control and ±100 the full control effect
Target sequence (Q9NR56 whole entry, looked up): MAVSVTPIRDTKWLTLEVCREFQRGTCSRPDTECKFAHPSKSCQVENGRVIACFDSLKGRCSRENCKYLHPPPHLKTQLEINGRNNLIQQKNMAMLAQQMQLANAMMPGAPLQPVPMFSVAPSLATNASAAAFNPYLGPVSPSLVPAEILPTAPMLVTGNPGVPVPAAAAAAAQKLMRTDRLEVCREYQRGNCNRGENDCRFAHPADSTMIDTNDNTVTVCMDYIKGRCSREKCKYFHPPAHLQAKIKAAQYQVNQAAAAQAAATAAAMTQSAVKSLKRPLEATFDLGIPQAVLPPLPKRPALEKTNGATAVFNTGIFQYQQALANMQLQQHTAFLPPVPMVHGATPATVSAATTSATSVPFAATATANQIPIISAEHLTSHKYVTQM
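TR-FRET readout: Ex 340 nm, 665/545 nm emission ratio, normalized to buffer-only (basal) and MBNL1-(CUG)12 controls. Complex of MBNL1-His with Biotin-(CUG)12, compounds 92 nM–58 uM, incubated 60 min at room temperature.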
Menin-MLL TR inh: qHTS Assay for Inhibitors Targeting the Menin-MLL Interaction in MLL Related Leukemias: Competition With Texas Red Labeled MLL-derived Mutant Peptide; O00255; Menin + Texas Red MLL mutant peptide, fluorescence polarization; Potency, µM (highest dose often 61.6 µM), for the others: at the top dose FP activity change, negative = inhibition, actives largely listed as inhibitors; hit rate 0.23% among 270,000; AID 1768, 2009; active means well fitted inhibition curve with a large enough effect in the polarisation, with a control signal flat, not every such curve was filed as active; inconclusive means small, poorly fitted or top-dose-only effect, or effect the other way, or a change in a side signal; inactive means no such curve, though single readings can be large or run the other way; the % refers to the polarisation; further: potency means the concentration at half of the fitted maximal effect; % of control where 0% means no effect; many of its hits are not listed in these tables
Target sequence (O00255 whole entry, looked up): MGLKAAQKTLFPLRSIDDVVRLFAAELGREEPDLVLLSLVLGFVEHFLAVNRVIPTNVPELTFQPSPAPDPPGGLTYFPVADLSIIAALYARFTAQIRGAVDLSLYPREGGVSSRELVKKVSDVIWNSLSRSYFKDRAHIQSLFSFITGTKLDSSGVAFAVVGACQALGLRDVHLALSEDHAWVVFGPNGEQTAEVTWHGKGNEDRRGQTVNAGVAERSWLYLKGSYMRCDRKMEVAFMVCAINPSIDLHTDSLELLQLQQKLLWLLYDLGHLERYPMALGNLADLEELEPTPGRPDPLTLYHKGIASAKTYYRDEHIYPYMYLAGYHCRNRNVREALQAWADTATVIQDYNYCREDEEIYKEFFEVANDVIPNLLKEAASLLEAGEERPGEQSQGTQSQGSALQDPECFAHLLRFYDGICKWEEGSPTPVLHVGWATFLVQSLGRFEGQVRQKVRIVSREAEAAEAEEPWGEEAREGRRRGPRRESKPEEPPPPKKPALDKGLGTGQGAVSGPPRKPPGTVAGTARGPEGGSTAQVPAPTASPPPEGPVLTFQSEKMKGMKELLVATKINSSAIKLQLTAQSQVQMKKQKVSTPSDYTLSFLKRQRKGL
TCR act: Activators of T cell receptors: qHTS campaign. AID 504894, 2011. 330,000 tested, under 10 active. Potency, µM (titrated, usually from 9.22 µM), without a hit: at the top dose activation of IL-2 secretion, most hits filed as activators. primary human leukocytes, anti-CD3, IL-2 HTRF, 48 h; further: % of control where 0% means no effect
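48 hr co-incubation of compounds, a-CD3 beads and primary human leukocytes; IL-2 quantified homogeneously by HTRF with anti-IL-2 K and d2 conjugates.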
A-T KAP1 phos: qHTS Assay for Identifying a Potential Treatment of Ataxia-Telangiectasia; […] A-T fibroblasts, KAP-1 phosphorylation AlphaLISA; neocarzinostatin DNA damage 30 min before lysis; Potency, µM (top dose mostly 57.5 µM), inactives show at the top dose activation, actives largely listed as activators; hit rate 0.19% among 320,000; AID 485349, 2010; further: potency means the concentration at half of the fitted maximal effect; % of control where 0% means no effect; nearly all actives have a fitted effect of over 45% in size
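hTERT-immortalized A-T patient fibroblasts ([…]), 500 cells/well in OPTI-MEM, 1% FBS, got compounds for 60 min, then NCS for 30 min at 37C. Lysates were then assayed for phospho-KAP-1 by AlphaLISA (anti-pKAP1 donor, anti-KAP1 acceptor beads), 6 hr at 25C.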
Integrin act MD: qHTS for Activators of Integrin-Mediated Alleviation for Muscular Dystrophy; alpha7betagal myoblasts, beta-gal FDG fluorescence, 48 h; Potency, µM (doses to about 38.3 µM), for inactives: at the highest dose activation, most hits filed as activators; hit rate 0.064% among 350,000;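 further: potency means the concentration at half of the fitted maximal effect; 100% = response of the positive control SU9516; nearly all actives have a fitted effect of over 60% in size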
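Alpha7betagal+/- myoblasts (passage 13) were plated 16-24 hr, then exposed to compounds (1:260 dilution of DMSO stock) for 48 hours at 37C. After MPER lysis, β-galactosidase reporter activity was read as FDG fluorescence (ex 480/em 540) after 30 minutes.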
TSHR antag: Antagonists of the Thyroid Stimulating Hormone Receptor: HTS campaign; TSHR-expressing cells, TSH-stimulated cAMP HTRF, 2 h; stronger effect = lower value; Thyrotropin receptor (Homo sapiens), P16473; hit rate 0.2% among 330,000; AID 504810, 2011; activity change, negative = inhibition, % at 11.5 µM;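 active means activity change below a set negative limit, meaning inhibition stronger than a set level, cut at about -70% in these data; inconclusive means activity change between two set negative limits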; further: on the % scale 0 is the no-effect control and ±100 the full control effect
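Antagonism was scored as loss of TSH-driven cAMP in TSHR cells, stimulated with 4nM TSH (EC80) for 2 hours at 37 deg C and detected by homogeneous HTRF competition immunoassay.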
Mito fusion act: qHTS Assay for Small Molecule Inhibitors of Mitochondrial Division or Activators of Mitochondrial Fusion; Potency, µM (titrated, usually from 46.1 µM), without a hit: top-dose growth rescue (activation), hits mostly activators; hit rate 0.23% among 320,000; S. cerevisiae fusion-defective mutant growth rescue, CellTiterGlo 48 h;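 further: potency means the concentration at half of the fitted maximal effect; % of control where 0% means no effect; nearly all actives have a fitted effect of over 45% in size; temperature-sensitive fusion mutants such as fzo1-1 at 37 °C on non-fermentable ethanol glycerol medium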
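Read-out: ATP-based luminescence (CellTiterGlo, 10 min ambient) reporting growth of fusion-defective ts yeast after 48 hours at 37C on glycerol/ethanol YPEG medium in the presence of compound.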
S-ASM inh: Inhibitors of Secretory Acid Sphingomyelinase (S-ASM): qHTS; AID 504937, 2011; Sphingomyelin phosphodiesterase (Homo sapiens), P17405; placental ASM, HMU-PC fluorogenic substrate, 60 min; Potency, µM (titrated, usually from 57.5 µM), for inactives: at the highest dose activity change, negative = inhibition, most hits filed as inhibitors; hit rate 0.006% among 340,000; further: potency means the concentration at half of the fitted maximal effect
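HMU-PC0 cleavage (9 uM final) by human placental ASM, 60 min at 37 °C following 10 min compound exposure at RT; stopped at pH 10, fluorescence Ex 386/Em 447 nm.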
TSG101-PTAP inh: qHTS Assay for Iinhibitors of HIV-1 Budding by Blocking the Interaction of PTAP/TSG101 | Tumor susceptibility gene 101 protein (Homo sapiens), Q99816 | Fluorescence polarization, FITC-PTAP peptide / Tsg101 binding | Potency, µM (highest dose often 115 µM), without a hit: top-dose activity change, negative = inhibition, usual class: inhibitors | 340,000 tested, under 10 active | AID 493005, 2010; active means well fitted inhibition curve with a large enough effect in the main read-out, with a control signal flat, not every such curve was filed as active; inconclusive means small, poorly fitted or top-dose-only effect, or effect the other way, or a change in a side signal; inactive means no such curve, though single readings can be large or run the other way; further: potency means the concentration at half of the fitted maximal effect; % of control where 0% means no effect
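Fluorescence polarization binding of Tsg101 binding domain (10 uM final) to FITC-labeled PTAP peptide (50 nM final) in HEPES pH 7.5 buffer with NaCl, Tween 20, EDTA, TCEP. Compounds added before peptide; binding 20 min at RT.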
Numbers without * were called inactive; ? = inconclusive; . = not tested or not shown; [ ] = dose if it differs, or a comment. Unless noted, the call rests on the fitted dose curve; in most records, active means well fitted curve in the direction sought with a large enough effect; inconclusive means small, poorly fitted or top-dose-only effect, or another doubt; inactive means no such curve, though single readings can be large; an effect the other way counts as inactive or inconclusive. Some of the compounds tested, so the mix of outcomes need not match the whole.

SMILES | CXXC DNA block | MBNL1-CUG inh | Menin-MLL TR inh | TCR act | A-T KAP1 phos | Integrin act MD | TSHR antag | Mito fusion act | S-ASM inh | TSG101-PTAP inh
COc1ccc(S(=O)(=O)N2CCN(C(=S)Nc3ccc(S(N)(=O)=O)cc3)CC2)cc1 | -5% | -4% | 27% | 7% | 4% | -11% | -4 | 0% | 3% | .
Cc1cccc(N2CCN(C(=S)Nc3ccc4nc(N5CCN(C)CC5)cc(C)c4c3)CC2C)c1 (stereo not drawn) | 16% | 16% | 0% | 7% | -7% | -55%[inhibitor] | 4 | 11% | 18% | 0%
CN1CCc2c(sc3c2c(=O)n(-c2ccccc2)c2n[nH]c(=S)n32)C1 | -1% | ? | -6% | 1% | 4% | -32%[7.66 µM] | -3 | 1% | -1% | 0%
ONC=Nc1cccc2nonc12 | 3% | ? | -1% | 2% | -3% | ? | -8 | 0% | -1% | -4%
NC(=O)CSc1nnc(COc2cccc3ccccc23)o1 | -4% | 11% | 6% | . | 1% | -1% | -15 | 1% | -1% | -5%
COc1ccccc1CNc1ncnc2sccc12 | -25% | -1% | ? | 1% | 13% | -15% | -46 | 18% | 4% | -5%
C/C(=N\N(C)C)c1ccc(OCCOc2ccc([N+](=O)[O-])cc2)cc1 | -1% | ? | 12% | 1% | -3% | 0% | -27 | -1% | -4%[11.5 µM] | -4%
COC(=O)c1ccc(-n2cc(-c3ccc(OC)cc3)[nH]c2=S)cc1 | 24% | -1% | 0% | 2%[46.1 µM] | 16% | 5% | -6 | 0% | 5% | -12%
COc1ccc(N(C)S(=O)(=O)c2cccc(C(=O)N3CCN(S(=O)(=O)c4ccc(C)cc4)CC3)c2)cc1 | 2% | 0% | . | 6% | -6% | 10% | -20 | 2% | 0% | -5%
CC(C)(C)C(=O)/C=C1\NC(=O)CS1 | 5% | 0% | -1% | 2% | 0% | 6% | -2 | 3% | -2% | -2%
CCOc1ccc(/C=C(\C#N)C(=O)NCC2CCCO2)cc1OCC (stereo not drawn) | 3% | . | 3% | -3%[46.1 µM] | -9% | -10% | 0 | -6% | 8% | -1%
COc1cc(OC)cc(N(C(=O)c2snc(C(N)=O)c2N)C(C(=O)NCC2CCCO2)c2ccc(C)o2)c1 (stereo not drawn) | -13% | 23% | 5% | . | 4% | . | -4 | 1% | . | .
Cc1ccccc1CNC(=O)c1ccccc1C | -4% | 5% | 1% | 0% | . | 25% | -4 | -1% | 2% | -1%
COc1cccc(CNC(=O)CCC2CCCN(Cc3ccc(OC(F)F)cc3)C2)c1 (stereo not drawn) | -4% | 2% | -4% | . | 0%[11.5 µM] | -48%[inhibitor] | 1 | -12% | 3% | 0%
Cc1ccccc1NCc1ccccc1O | 3% | -14% | ? | -1% | 6% | -13% | -6 | 0% | -1% | 1%
c1ccc(-n2ncc(-c3nn[nH]n3)n2)cc1 | -3% | 6% | -15% | 0% | 8% | -7% | -4 | -5% | 3% | -3%
Cc1ccc(NC(=O)C2CC2c2ccccc2)cc1 (stereo not drawn) | 20% | -2% | 18% | 4% | 4% | -8% | -7 | -4% | 0% | -4%
CN1C(=O)c2ccc(C(=O)NCc3ccccc3)cc2C1=O | 6% | ? | 13% | 2% | 2% | 21% | -4 | 0% | -1% | -7%
C=CCN1C2CCCC1CC(NC(=S)Nc1cccc(OC)c1)C2 (stereo not drawn) | -10% | -9% | 7% | -6% | 1% | -36% | 4 | -1% | 4% | -1%
CCOC(=O)c1c(C)[nH]c(C)c1C(=O)CSc1nc(N)cc(N)n1 | 0% | -1% | 9% | -10% | -1% | 7% | 3 | 0% | 0% | -1%
CC1=NN(C(=O)c2ccc(Cn3cc([N+](=O)[O-])cn3)cc2)C(O)(C(F)(F)F)C1 (stereo not drawn) | 21% | 7% | -11% | -3%[46.1 µM] | -4% | -11% | 2 | 1% | 6% | -2%
Cc1ccc(C(=O)OCC(=O)NC(=O)c2ccccc2)o1 | . | . | . | 3% | -2% | -28% | -3 | 1% | 3% | 1%
COc1ccc(OC(=O)c2ccc(OC)c(S(=O)(=O)N3CCOCC3)c2)cc1 | -3% | -3% | . | 0% | 6% | 12% | -10 | 2% | 0% | -2%
O=c1[nH]c(=O)n(Cc2ccco2)c2c1C(C(F)(F)F)(C(F)(F)F)N=C(C1CCCCC1)N2 | 2% | -4% | -8% | -8% | 1% | 17% | -7 | -3% | 2% | -4%
CCOC(=O)Cc1csc(N/C(=N/S(=O)(=O)c2cc(Br)ccc2OCC)c2ccccc2)n1 | 0% | -3% | 19% | 7%[46.1 µM] | 0% | 11% | -6 | 2% | -4% | 0%

Random excerpt: 4 compounds from above, in no set order.
SMILES | CXXC DNA block | MBNL1-CUG inh | Menin-MLL TR inh | TCR act | A-T KAP1 phos | Integrin act MD | TSHR antag | Mito fusion act | S-ASM inh | TSG101-PTAP inh
CCOc1ccc(/C=C(\C#N)C(=O)NCC2CCCO2)cc1OCC (stereo not drawn) | 3% | . | 3% | -3%[46.1 µM] | -9% | -10% | 0 | -6% | 8% | -1%
COc1cc(OC)cc(N(C(=O)c2snc(C(N)=O)c2N)C(C(=O)NCC2CCCO2)c2ccc(C)o2)c1 (stereo not drawn) | -13% | 23% | 5% | . | 4% | . | -4 | 1% | . | .
CC(C)(C)C(=O)/C=C1\NC(=O)CS1 | 5% | 0% | -1% | 2% | 0% | 6% | -2 | 3% | -2% | -2%
COc1ccc(OC(=O)c2ccc(OC)c(S(=O)(=O)N3CCOCC3)c2)cc1 | -3% | -3% | . | 0% | 6% | 12% | -10 | 2% | 0% | -2%

Additional entries.
SMILES | CXXC DNA block | MBNL1-CUG inh | Menin-MLL TR inh | TCR act | A-T KAP1 phos | Integrin act MD | TSHR antag | Mito fusion act | S-ASM inh | TSG101-PTAP inh
CC1CCN(S(=O)(=O)N2CCC(C(=O)N3CCC(N(C)CC4CCCO4)CC3)CC2)CC1 (stereo not drawn) | 4% | -6% | 10%[11.7 µM] | -29% | 16% | -22% | 1 | -1% | 5% | 0%
Cc1cccc(N(CC(=O)NCc2ccco2)C(=O)CCC(=O)Nc2nccs2)c1 | -6% | 9% | -16% | 3% | 8% | -25% | -22 | 1% | 0% | 3%
Cc1ccc(CN(C(=O)Cc2cccs2)C(C(=O)NC2CCCC2)c2ccncc2)cc1 (stereo not drawn) | 17% | . | -2% | 2%[46.1 µM] | 1% | 25% | 11 | 4% | -1% | 0%
COc1ccc(-c2ccc3nnc(SCC(N)=O)n3n2)cc1 | 2% | 30% | ? | 11% | -8% | 0% | -10 | 1% | 28% | -4%
COC(=O)Cn1c(=O)c2c(nc3n2CC(C)CN3c2ccc(C)c(C)c2)n(C)c1=O (stereo not drawn) | -6% | -1% | . | -2% | 24% | 6% | -8 | 3% | -3% | -8%
COC(=O)Cn1cc(/C=N/NC(=O)c2ccc(C#N)cc2F)c2ccccc21 | 3% | 8% | -1% | . | 0% | 12% | 13 | -2% | -2% | -4%
CCOC(=O)c1sc(NC(=O)CCN2C(=O)c3cccc([N+](=O)[O-])c3C2=O)c(C(=O)OCC)c1C | 12% | -6% | 20% | -2% | 2% | 29% | 17 | -5% | 0% | 0%
CC1C(=O)N2CCCc3cc(NC(=O)COc4ccccc4)cc1c32 (stereo not drawn) | . | . | . | 3% | -15% | 19% | -6 | 11% | 0% | -3%
O=C(O)c1ccc(Nc2ncnc3c2cnn3Cc2ccccc2)cc1 | 4% | -9% | -12% | 10% | 1% | 9% | -4 | 11% | -1% | -3%
